Assay outcomes from PubChem BioAssay.
Cneo AK release: Cryptococcus neoformans lysis via adenylate kinase release; C. neoformans lysis, adenylate kinase release luminescence, 4 h; normalised: neutral wells 0, clomiphene wells 100; lysis activity, % at 15 µM; 360,000 tested, 0.2% active; AID 651654;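 active = mean lysis activity across replicates of at least 80%, whatever share of replicates individually reach that level; inactive = mean lysis activity below 80%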
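Assay system: log-phase C. neoformans yeast / Quantity: yeast cell density of 5 × 10^6 cells/mL / Medium: fresh YPD growth medium / Compound: single dose / Timing: static 4 h at 37 °C with compound, 1 h detection / Measured by: adenylate kinase release luminescence / Read-out: lysis from increased AK signal / Benchmarks: Clomiphene as positive lysis control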
FN deposit inh: fibronectin deposition inhibition; AH1F fibroblasts, Alexa488-fibronectin deposition fluorescence, overnight; inhibition, % at 12.6 µM; 350,000 tested, 0.086% active;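 active = mean inhibition across replicates of 30% or more, regardless of how many single replicates reach that level; inconclusive = mean under 30% yet at least half of replicates reach 30%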;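 also: positive control wells lacked labelled fibronectin entirely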
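material = AH1F fibroblast monolayer depositing Alexa488-labelled fibronectin into matrix | amount = 10000 AH1F cells/well | buffer or medium = DMEM plus 2% serum, read in PBS | incubation = 1 h cell adhesion before compound, then overnight fibronectin incubation | detection = fluorescence at 485 nm excitation, 525 nm emission | evaluation = percent inhibition as loss of matrix-bound fibronectin fluorescence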
PGC1a acetyl inh: modulators of PGC1a acetylation | U2OS PGC1a acetylation, AlphaScreen anti-acetyl-lysine; with virally co-expressed GCN5 acetyltransferase | 350,000 tested, 0.17% active | inhibition, % at 15.6 µM;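 active = every replicate shows inhibition of at least 40%; inconclusive = mean inhibition at least 40% but some replicate below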;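 also: 0% = neutral control wells and 100% = positive control wells; some results beyond the cut were filed as inactive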
CFTR F508del cor: correctors of CFTR F508del function in bronchial epithelial cells; CFBE cells, YFP halide quenching; stimulated with forskolin plus potentiator P3; % fluorescence drop versus neutral controls; activity (quench increase), % at 7.58 µM; 350,000 tested, 0.36% active; AID 720511;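 active = mean added fluorescence quench of at least 8% versus neutral control, with both replicates also reaching 8%; inconclusive = only one of the mean or replicate conditions met; inactive = mean below 8% and not both replicates reaching 8%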;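 also: cells transiently co-express mutant CFTR-F508del with the halide-sensitive YFP; corrector assay measuring rescue of mutant channel to the surface after 24 h compound exposure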
miR-122 sensor: blocks miR-122 activity in Huh7 sensor cells. AID 602342. 340,000 tested, 0.3% active. Huh7 miR-122 Renilla luciferase sensor, 48 h; neutral wells = 0, positive control = 100. activation (reporter increase), % at 12.5 µM;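 active = mean replicate activation score at least 90 and every replicate individually at or above 90; inconclusive = only one of the two criteria met; inactive = neither criterion met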;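 also: higher luciferase means less miR-122 activity so hits act as miR-122 inhibitors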
Statin myotox sup: suppression of simvastatin myotoxicity. C2C12 myotubes + simvastatin, ATP luminescence, 48 h; scaled: DMSO 0, geranylgeraniol control 100. AID 602340. 330,000 tested, 0.78% active. rescue of ATP level, % at 7.49 µM;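 active = mean ATP rescue above about 67%, or every replicate alone reaching that limit, limit read from the data, passing the limit was not always enough; inconclusive = no clear call, values can overlap the other calls; inactive = mean under the limit and some replicate under it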;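 also: myotubes were challenged with 10 µM simvastatin during compound exposure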
INS-1E GSIS act: primary screen for activators of insulin secretion dependent on glucose, INS-1E cells, GLuc reporter luminescence. INS-1E GLuc reporter insulin secretion, 2-3 h. activation, % at 16.6 µM. 370,000 tested, 0.61% active;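 active = lowest replicate activation of at least 40%, so every replicate reaches that level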;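 also: 0% = median of neutral control wells and 100% = median of IBMX positive control wells; some compounds called inactive have numbers as strong as hits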
PglD DTNB: PglD (C. jejuni) enzyme inhibition; inhibition, % at 12.5 µM; 360,000 tested, 0.098% active; purified PglD enzyme, DTNB colorimetric CoA detection; in the data active = inhibition above about 16%, passing the limit was not always enough; inconclusive = no clear call, values can overlap the other calls; also: strong numbers were not always called active
* marks the source's active call; other numbers are inactive results; ? = inconclusive; . = not tested or not shown; & = joins results of further samples; [ ] = dose if it differs, or a comment. Not a hit list. Share with any hit: about 2.1%.

SMILES	Cneo AK release	FN deposit inh	PGC1a acetyl inh	CFTR F508del cor	miR-122 sensor	Statin myotox sup	INS-1E GSIS act	PglD DTNB
O=C(NCCc1ccccc1)[C@@H]1CC=C[C@@H]2CCN(C3CCCCC3)C(=O)[C@@H]21	1	10	.	1.3	-6	8	-15	0
NC(=NC(=O)c1ccccc1)N1N=CCC1c1ccccc1 (stereo not drawn)	.	-7	1	-0.8	.	.	6	.
CC1(C)CC(=O)C(C=Nc2ccc(Cl)cn2)=C(O)C1	-2	-5	2	.	-4	.	.	2
C[C@@H]1CN([C@H](C)CO)S(=O)(=O)c2ccc(Br)cc2O[C@@H]1CN(C)C(=O)C1CCC1	.	.	-7	0.2	11[16.7 µM]	9	-3	.
Cc1ccc(NC(=O)CSc2nnc(-c3ccncc3)n2C)cc1S(=O)(=O)N1CCOCC1	-3	3	-4	0.4	2	-2	-5	1
Cc1cccc(Nc2cc(C)nc3ccccc23)c1	-4	-10	-18	?	-6	-12	17	-7
C[C@@H]1CN([C@@H](C)CO)C(=O)c2cc(NC(=O)NC3CCCCC3)ccc2O[C@H]1CN(C)Cc1ccc2c(c1)OCO2	1	.	-3	-1.4	-8[16.7 µM]	39	-20	-6
COc1ccc(OCc2cc(C(=O)N(C)Cc3cc(C)no3)no2)c(Cl)c1	-2	-5	.	0.5	2	40	0	-3
COc1cc(C(=O)OCC(=O)N2CCN(C(C)=O)CC2)ccc1OCC(C)C	2	8	-3	0.4	.	24	10	0
CCCCN1C(=O)c2ccc(C(=O)Nc3cccnc3)cc2C1=O	-1	.	-13	.	3	9	.	8
Cc1ccccc1S(=O)(=O)NCC[C@@H]1CC[C@H](NC(=O)C2CC2)[C@@H](CO)O1	-3	-15	-7	-1.8	.	-2	17	1
CCOC(=O)c1sc2nc(CC(=O)OC)nc(NCC(=O)OC)c2c1C	0	.	1	-2.2	.	2	-8	-1
CO[C@@]1(NC(=O)Cc2cccs2)C(=O)N2C(C(=O)O)=C(COC(N)=O)CS[C@@H]21	2	1	18	3.6	5	3	1	0
C[C@@H]1CCCCO[C@H](CN(C)Cc2ccccc2)[C@H](C)CN([C@H](C)CO)C(=O)c2cc(NC(=O)C3CCCCC3)ccc2O1	-2	.	-13	3.1	1[16.7 µM]	.	-24	0
CC(C)c1cc(C(=O)N(C)C2CCCN(Cc3ccccc3F)C2)n(C)n1 (stereo not drawn)	0	-8	3	2.0	0	0	-10	1
COc1ccc(CN(C)CC(=O)NC(C)c2ccccc2)cc1OC (stereo not drawn)	.	0	-10	-2.9	2	4	21	.
COc1cc(S(=O)(=O)NC2CCSc3ccccc32)ccc1NC(C)=O (stereo not drawn)	-2	-2	.	5.1	.	6	4	2
CC[C@]12c3[nH]c4ccc(OC)cc4c3CCN1C(=O)C(CC(=O)NCCc1ccccn1)C[C@@H]2C(=O)N1CCN(C(=O)c2ccco2)CC1 (stereo partly drawn)	2	0	-3	-3.8	-3	-12	12	4
CCN(CC)C(=O)[C@H]1C[C@H](CC(=O)NC/C=C(\C)CCC=C(C)C)C(=O)N2CCc3c([nH]c4cc(-c5ccco5)ccc34)[C@]12C	-1	.	-17	0.6	-5	-4	-13	-3
NS(=O)(=O)c1ccc(CNC(=O)/C=C/c2ccccc2)cc1	4	.	4	.	1	2	-1	4
Cc1ccc(NC(=O)CN2C(=O)CCSc3ccc(S(=O)(=O)N4CCCC4)cc32)cc1	-1	-21	6	-0.2	-8	-7	-9	2
CCOc1ccc(N(CC(=O)Nc2ccccc2OC)S(=O)(=O)c2ccccc2)cc1	-2	-16	88*	0.0	28	-22	-19	-1
COCCNC(=O)C[C@@H]1CC[C@H]2[C@H](COc3ccc(NC(C)=O)cc3C(=O)N2C)O1	2	-25	-4	-0.5	-12[16.7 µM]	3	1	0
C[C@H](NC(=O)C[C@@H]1CC[C@@H](NC(=O)Nc2ccc3c(c2)OCO3)[C@@H](CO)O1)c1ccccc1	-2	-9	5	0.2	-4[16.7 µM]	-5	16	2
O=C(COc1ccc(S(=O)(=O)N2CCCC2)cc1Cl)NCc1cccnc1	-1	.	8	4.8	-2	.	-16	-2
CC(C)N(Cc1ccccc1)C(=O)COC(=O)c1cc(S(=O)(=O)N(C)C)ccc1N1CCCC1	2	1	-6	3.3	.	-37	-15	0
O=C(NCc1ccccc1Cl)C1CCN(S(=O)(=O)N2CCCC2)CC1	-7	3	-6	4.5	3	5	16	-4
COCC(=O)Nc1ccc2c(c1)[C@@H]1C[C@H](CC(=O)N3CCCCC3)O[C@H](CO)[C@@H]1O2	33	1	-2	-0.1	24[16.7 µM]	-1	11	-1
CC1CCN(C2(O)C(=O)Nc3ccc([N+](=O)[O-])cc32)CC1 (stereo not drawn)	1	.	25	.	-2	8	.	0
COC(C(=O)Nc1ccccc1F)c1ccccc1 (stereo not drawn)	1	.	-16	.	-5	26	7	8

Three compounds already listed, ordered by the number in PglD DTNB, descending.
SMILES	PglD DTNB
COc1cc(S(=O)(=O)NC2CCSc3ccccc32)ccc1NC(C)=O (stereo not drawn)	2
CCOc1ccc(N(CC(=O)Nc2ccccc2OC)S(=O)(=O)c2ccccc2)cc1	-1
O=C(NCc1ccccc1Cl)C1CCN(S(=O)(=O)N2CCCC2)CC1	-4

Next compounds:
SMILES	Cneo AK release	FN deposit inh	PGC1a acetyl inh	CFTR F508del cor	miR-122 sensor	Statin myotox sup	INS-1E GSIS act	PglD DTNB
COCCNC(=O)C[C@H]1C[C@H]2c3cc(NC(=O)c4cccnc4)ccc3O[C@H]2[C@@H](CO)O1	-8	-10	0	-0.1	-1[16.7 µM]	-2	15	6
CC(=O)Nc1ccc(C(=O)N2CCCC(c3cc(C(=O)NCc4ccc(F)cc4)no3)C2)cc1 (stereo not drawn)	-1	2	-1	-4.4	-5	-4	13	-4
CCOC(=O)CNC(=O)CN1C(=O)CC(c2ccccc2)S(=O)(=O)c2ccccc21 (stereo not drawn)	0	16	.	1.3	.	.	21	-2
CCNC(=O)c1cc2c(c(-c3cccc(-c4cccc(C(=O)N(C)C)c4)c3)n1)[C@H](CCO)N([S@@](=O)C(C)(C)C)C2	5	6	5	-0.8	.	-8	-17	4
C/C(N)=C(/C#N)C(=O)COC(=O)C(NS(=O)(=O)c1ccc(Cl)cc1)C(C)O (stereo not drawn)	-2	-5&-6	-32	0.4	2	-7	.	-31
CN1CCN(C(=O)C[C@@H]2CC[C@H](NC(=O)c3ccc4c(c3)OCO4)[C@@H](CO)O2)CC1	11	2	4	1.5	-7[16.7 µM]	-8	11	-11
CC(=O)C1=C(C)Nc2ncnn2C1c1ccc(Cl)cc1Cl (stereo not drawn)	0	.	-3	.	2	.	11	1
NS(=O)(=O)c1ccc(N=Cc2c(O)n(-c3nccs3)c(=O)c3ccccc23)cc1	0	-2	7	2.7	-8	-13	-16	-15
CC1(C)CC(c2csc(N)n2)CCO1 (stereo not drawn)	1	4	3	.	1	.	.	-13
CCc1nnc(NC(=O)c2ccc(OC)c(S(=O)(=O)N3CCCC3)c2)s1	7	-1	2	3.0	1	1	6	0
O=C(COC(=O)CC1CC2CCC1C2)NC(=O)NCc1ccco1 (stereo not drawn)	3	-6	1	.	8	.	.	-2
COc1ccc(-c2cnc3c(c2)C(=O)N([C@H](C)CO)C[C@@H](C)[C@@H](CN(C)C(=O)Nc2c(C)noc2C)O3)cc1	-9	-8	43*	1.3	.	28	9	-6
CCCC#Cc1ccc([C@H]2[C@@H](CO)N3CCCCN(CC4CCOCC4)C[C@H]23)cc1	48	.	-5	2.5	6[16.7 µM]	16	6	4
CC(=O)Nc1ccc(S(=O)(=O)N(C)CC(=O)OC(C)C(=O)NC2CCCCC2)cc1 (stereo not drawn)	0	.	-3	0.3	4	-14	4	-7
COc1ccccc1CNC(=O)CN(c1cccc([N+](=O)[O-])c1)S(C)(=O)=O	-1	1	.	0.5	-1	-3	11	-2
Cc1cn(CC(=O)NCCCN2CCCC2=O)c(=O)[nH]c1=O	-3	9	.	0.0	4	1	2	0
COc1ccc(NC(=O)CCNS(=O)(=O)c2cccc(C(C)=O)c2)cc1S(N)(=O)=O	2	10	.	-0.6	.	10	5	-6
O=C(CN1CCN(c2ccc(F)cc2)CC1)NCc1cccs1	17	-19	7	-1.0	1	-8	1	-1
C[C@@H]1CN([C@H](C)CO)C(=O)c2cc(C#Cc3ccccc3)cnc2O[C@H]1CN(C)C(=O)C1CC1	-4	11	15	-0.9	-1[16.7 µM]	-1	3	1
Cc1ccccc1N(CC(=O)NC1CCCCC1)C(=O)CNC(=O)c1cccs1	-3	8	.	2.4	.	-5	30	3
C[C@H]1CN([C@@H](C)CO)C(=O)c2cc(C#CC(C)(C)O)cnc2O[C@@H]1CN(C)C(=O)C1CCOCC1	-1	.	1	-2.3	-2[16.7 µM]	-4	7	2
CCS(=O)(=O)Nc1ccc2c(c1)C(=O)N(C)[C@@H]1CC[C@H](CC(=O)Nc3ccccc3)O[C@@H]1CO2	5	-14	-5	-3.0	-1[16.7 µM]	17	-2	1
COc1ccc(NC(=O)C2CC(=O)OC23CCOC(C)(C)C3)cc1 (stereo not drawn)	6	3	6	.	-2	2	.	0
CC(C)c1c(C(=O)N/N=C/C2CC=CCC2)nnn1-c1nonc1N (stereo not drawn)	4	8	0	-0.1	1	30	22	3
CC(C)(C)C(=O)NC(C(N)=O)=C(Cl)Cl	1	.	-65	.	-3	-5	.	.
COCC(=O)N1[C@H](C#N)[C@H](c2ccc(C3=CCCC3)cc2)[C@H]1CO	0	3	27	-2.0	.	4	0	4
NC(=O)c1ncn([C@@H]2O[C@H](CNS(=O)(=O)c3cc(S(=O)(=O)c4ccccc4)cs3)[C@@H](O)[C@H]2O)n1	9	11	7	0.9	3	1	-5	2
C[C@@H]1CN([C@@H](C)CO)C(=O)Cc2cc(NC(=O)Cc3ccccc3)ccc2O[C@H]1CN(C)S(=O)(=O)c1cn(C)cn1	47	.	29	-5.0	-4[16.7 µM]	-22	12	1
O=C(NC1CCS(=O)(=O)C1)C12CC3CC(CC(C3)C1)C2 (stereo not drawn)	-1	.	14	2.2	2	5	-8	-4
COc1ccc(-c2c(C#Cc3ccsc3)c3cc(-c4ccc5c(c4)OCO5)ccc3n2C)cc1	5	6	.	2.8	-2	-1	5	1
COC(=O)c1ccc(CSc2ncnc3c2sc2nc(N4CCOCC4)c4c(c23)CCCC4)o1	0	7	6	.	-15	3	.	1
O=C(Nc1cccc(-c2cccc(F)c2)c1)C1CCN(CC2CCOC2)CC1 (stereo not drawn)	-5	3	.	-6.3	.	-18	-1	6
O=C(c1ccco1)N1CCN(C(=O)c2ccc(COc3ccc(Cl)cc3Cl)o2)CC1	-1	9	-12	.	-3	11	.	-1
CCCNC(=O)N(C)C[C@@H]1Oc2ncc(-c3ccc(F)cc3)cc2C(=O)N([C@@H](C)CO)C[C@H]1C	-1	.	4	2.8	0[16.7 µM]	-6	9	4
